Assay outcomes (PubChem BioAssay)
EPAC2 ag = activates human EPAC2 exchange factor. Q8WZA2. EPAC2 activation, biochemical qHTS; response scale: 100% = 6.5 mM cAMP response. Potency, µM (titrated, usually from 154 µM), for the others: at the top dose activation, most hits filed as activators. hit rate 0.079% among 360,000; further: potency means the concentration at half of the fitted maximal effect; nearly all actives have a fitted effect of over 50% in size
Target sequence (Q8WZA2 whole entry, looked up): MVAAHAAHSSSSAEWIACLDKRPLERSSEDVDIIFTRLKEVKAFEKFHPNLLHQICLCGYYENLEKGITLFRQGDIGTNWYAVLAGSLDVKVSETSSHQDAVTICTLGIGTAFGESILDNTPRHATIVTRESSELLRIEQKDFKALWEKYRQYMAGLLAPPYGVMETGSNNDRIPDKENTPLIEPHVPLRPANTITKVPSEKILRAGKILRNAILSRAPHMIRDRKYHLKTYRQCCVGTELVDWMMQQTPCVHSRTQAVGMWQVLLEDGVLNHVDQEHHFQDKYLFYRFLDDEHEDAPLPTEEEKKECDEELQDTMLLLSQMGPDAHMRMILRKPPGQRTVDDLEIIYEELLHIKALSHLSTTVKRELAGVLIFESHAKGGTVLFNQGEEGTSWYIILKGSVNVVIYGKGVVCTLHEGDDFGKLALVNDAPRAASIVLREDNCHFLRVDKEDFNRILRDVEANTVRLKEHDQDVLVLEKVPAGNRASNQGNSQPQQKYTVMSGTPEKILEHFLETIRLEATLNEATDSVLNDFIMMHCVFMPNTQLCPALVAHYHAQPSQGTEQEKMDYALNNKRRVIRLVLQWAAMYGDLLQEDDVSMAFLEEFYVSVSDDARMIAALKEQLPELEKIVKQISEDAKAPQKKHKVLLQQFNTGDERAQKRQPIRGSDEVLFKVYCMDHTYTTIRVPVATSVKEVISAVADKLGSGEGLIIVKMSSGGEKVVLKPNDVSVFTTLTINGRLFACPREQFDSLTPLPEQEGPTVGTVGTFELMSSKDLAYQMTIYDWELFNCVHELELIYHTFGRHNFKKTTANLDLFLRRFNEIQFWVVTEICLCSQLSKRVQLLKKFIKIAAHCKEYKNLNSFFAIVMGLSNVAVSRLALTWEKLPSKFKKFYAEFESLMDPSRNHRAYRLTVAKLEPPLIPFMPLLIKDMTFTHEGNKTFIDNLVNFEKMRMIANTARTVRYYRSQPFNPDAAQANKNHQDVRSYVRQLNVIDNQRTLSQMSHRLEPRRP
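Fluorescence exchange assay: 100 nM EPAC2 with 250 nM RAP1B-BODIPY-GDP and 50 uM GDP; compounds tested as a concentration-titration series (qHTS). Loss of Rap1-bound BODIPY-GDP fluorescence read at 480/540 nm; data normalized to 6.5 mM cAMP.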
EPAC2 antag = antagonists of human EPAC2. Q8WZA2. EPAC2 GEF exchange of Rap1B-BODIPY-GDP, fluorescence. Potency, µM (series often up to 114 µM), without a hit: at the top dose activity, negative = inhibition, most hits filed as inhibitors. hit rate 0.18% among 360,000. AID 720708; further: potency means the concentration at half of the fitted maximal effect; on the % scale 0 is the no-effect control and ±100 the full control effect; nearly all actives have a fitted effect of over 45% in size; many of its hits are not listed in these tables
Nrf2 activator = Nrf2 pathway activation; AREc32 ARE-luciferase reporter (MCF7-derived line), luminescence, 24 h; Potency, µM (series often up to 46.1 µM), for inactives: at the highest dose activation, hits mostly activators; hit rate 0.31% among 410,000; AID 624171; further: potency means the concentration at half of the fitted maximal effect; % of control where 0% means no effect; nearly all actives have a fitted effect of over 65% in size
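Quantitative high-throughput format: AREc32 reporter cells, 1000 per well, received compound by pin transfer and were incubated 24 hr at 37 deg C, 5% CO2, before Steady-Glo luminescence detection.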
Mm-Cpn inhibitor = M. maripaludis TRiC chaperonin inhibition; purified Mm-Cpn ATPase, ADP Transcreener TR-FRET; Potency, µM (doses to about 76.9 µM), inactives show at the top dose activity, negative = inhibition, hits mostly inhibitors; hit rate 0.031% among 330,000; further: potency means the concentration at half of the fitted maximal effect; on the % scale 0 is the no-effect control and ±100 the full control effect; nearly all actives have a fitted effect of over 80% in size
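ATPase turnover read by TR-FRET ADP competition (Eu cryptate antibody/ADP-d2, 665/590 nm): 10uM ATP final, 25nM Mm-CPN final, 30 min 37degC after 10-min compound preincubation, pH 7.4 Tris/KCl/MgCl2/DTT buffer.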
CCT chaperon mod = modulators of cytosolic chaperonin (CCT/TRiC) activity | purified chaperonin ATPase assay, HTRF ADP detection, 30 min | activity change, % (concentration not given with the values), hits read low | hit rate 0.3% among 360,000 | AID 651819; in the data active means activity change below about -30%; further: on the % scale 0 is the no-effect control and ±100 the full control effect
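TRiC at 40 or 20 nM final (batch-dependent) in 30 mM Tris pH 7.4, 100 mM KCl, 5 mM MgCl2, 1 mM DTT, with compound at single 76 uM and 10 uM ATP, 30 min at 37 deg C. ADP detected by HTRF Transcreener, 665/615 ratio.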
pAkt inh = blocks phosphorylation of Akt | Neuro2A IGF-stimulated pAkt S473 HTRF, 20 min; hits give low values | activity change, % for hits at 50 µM | hit rate 0.32% among 360,000; in the data active means activity change below about -80%; inconclusive means mostly about -51% to -80%; further: on the % scale 0 is the no-effect control and ±100 the full control effect
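Single-point screen (50 µM final compound) in Neuro2A cells stimulated 20 min with 6 nM IGF at 37 deg C. After lysis, Ser473-phosphorylated Akt read by HTRF (ex 330 nm, em 615/665 nm) as the 665/615 ratio.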
A549 viability = counter-screen for Nrf2 inhibitors: cytotoxicity in A549 cells | A549 ARE-Fluc cells, CellTiter-Fluor viability, 18-24 h | AID 504648 | hit rate 0.16% among 390,000 | Potency, µM (doses to about 46 µM), without a hit: at the top dose activity change, negative = cytotoxicity, actives largely listed as inhibitors; further: potency means the concentration at half of the fitted maximal effect; on the % scale 0 is the no-effect control and ±100 the full control effect
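A549 ARE-Fluc cells in 5% FBS OPTI-MEM, 5000 cells/well, rested 2 h then exposed to compounds in concentration-response for 18-24 h at 37 °C. Viability by CellTiter-Fluor fluorescence (Ex 405/Em 525) after 30 min; luciferase luminescence (BugLite, 15 min, RT) read afterwards.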
TGFb SMAD3 inh = inhibitors of TGF-b signaling. HepG2 CAGA-GFP TGF-b/SMAD3 reporter, GFP fluorescence, 18 h; TGF-beta stimulated, 500 pg/mL final. Potency, µM (titrated, usually from 46.1 µM), for inactives: at the top dose activity, negative = inhibition, most hits filed as inhibitors. hit rate 1.2% among 410,000; further: potency means the concentration at half of the fitted maximal effect; on the % scale 0 is the no-effect control and ±100 the full control effect; nearly all actives have a fitted effect of over 65% in size
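Inhibition of TGF-beta-driven CAGA-GFP reporter expression in HEPG2 cells is measured by cellular GFP fluorescence after 18 h stimulation with 500 pg/mL recombinant TGF-beta in 1% FBS medium at 37 degrees C.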
Nrf2 block = inhibitors of Nrf2 signaling; A549 ARE-Fluc reporter, luciferase luminescence, 18-24 h; Potency, µM (doses to about 46 µM), without a hit: top-dose activity change, negative = inhibition, most hits filed as inhibitors; hit rate 2.1% among 360,000; AID 504444; further: potency means the concentration at half of the fitted maximal effect; on the % scale 0 is the no-effect control and ±100 the full control effect; nearly all actives have a fitted effect of over 60% in size
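Nrf2 activity is the BugLite luminescence, read 15 min after reagent at room temperature, following CellTiter-Fluor cytotoxicity readout (30 min, 37C). Compound titrations were applied for 18-24 h to 5000 A549 ARE_Fluc cells/well in 5% FBS OPTI-MEM.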
Starred values were filed as active, the others as inactive; i = inactive; ? = inconclusive; / = not tested or not shown; & = joins results of further samples; [ ] = remark or other dose. Unless noted, the call rests on the fitted dose curve; in most records, active means well fitted curve in the direction sought with a large enough effect; inconclusive means small, poorly fitted or top-dose-only effect, or another doubt; inactive means no such curve, though single readings can be large; an effect the other way counts as inactive or inconclusive. Not all compounds are listed; the hit share may differ from the screen's.

1. Cc1ccc(NC(=O)c2ccccc2F)cc1S(=O)(=O)N1CCCCCC1
2. Cc1cccc(NC(=O)c2sc(Cl)nc2C)c1C
3. CCOC(=O)c1ccccc1N=N/C(C(C)=O)=C(/C)O
4. CCOC(=O)CC(NC(=O)Cn1nnc(-c2ccc(C(F)(F)F)cc2)n1)c1ccc(OC)cc1 (stereo not drawn)
5. O=[N+]([O-])c1ccccc1/C=N/N1CCN(c2ccc(Cl)cc2)CC1
6. NC(=S)NNC(=O)c1cccc(Cl)c1
7. CCc1ccc2[nH]c(=O)c(C(c3nnnn3CC3CCCO3)N3CCCc4ccccc43)cc2c1 (stereo not drawn)
8. COCCNC(=O)c1ccc(CS(=O)(=O)c2ccccc2OC)o1

entry no.,1,2,3,4,5,6,7,8
EPAC2 ag,23%,6%,-5%,/,14%,-9%,11%,3%
EPAC2 antag,-16%,15%,6%,/,9%,1%,-4%,-1%
Nrf2 activator,5.8%,3.9%,-0.2%,-0.4%,-0.3%,0.4%,-0.5%,0.1%
Mm-Cpn inhibitor,1%,-17%,0%,/,-2%,0%,0%,3%
CCT chaperon mod,-0.3,0.5,-0.6,/,-4.3,0.4,-0.9,-0.4
pAkt inh,i,i,i,/,i,i,i,i
A549 viability,-11%,-6%,2%,-1%,-3%,-5%,?,7%
TGFb SMAD3 inh,-22%,-16%,0%,18%,1%,-7%,-1%,0%
Nrf2 block,16µM*,3%,14%,?,2%,1%,23µM*,6%

9. CCCCn1nc(C(=O)Nc2nc3c(s2)CCCC3)c2ccccc2c1=O
10. Cc1ccc(-c2nc3c(c(SCC(=O)Nc4cccc(C(=O)O)c4)n2)Cc2cccc(C)c2O3)cc1
11. CS(=O)(=O)N1CCN(C(=O)COc2ccccc2)CC1
12. COc1ccccc1NC(=O)Nc1ccc(NC(=O)c2ccccc2O)cc1
13. CCOC(=O)C(NC(=O)C1C(C)N1S(=O)(=O)c1ccc(C)cc1)C(=O)OCC (stereo not drawn)
14. C/C(=N\NC(=O)c1cc(Br)ccc1O)c1cccc(NC(=O)c2ccccc2F)c1
15. C[C@H](CO)N1C[C@H](C)[C@@H](CN(C)S(=O)(=O)c2ccccc2)OCCCC[C@H](C)Oc2ccc(NC(=O)CCC(F)(F)F)cc2C1=O
16. O=C(CCCC(=O)OCC(Cl)=C(Cl)Cl)Nc1cccc(F)c1

entry no.,9,10,11,12,13,14,15,16
EPAC2 ag,4%,/,10%,14%,1%,-2%,-10%,10%
EPAC2 antag,1%,/,6%,-13%,8%,-2%,-14%,-8%[57.1 µM]
Nrf2 activator,-0.6%,/,-0.9%,-0.9%,-0.2%,-0.5%,-1.1%,-0.7%
Mm-Cpn inhibitor,0%,-1%,-2%,-5%,0%,0%,/,0%
CCT chaperon mod,-1.2,/,-3.5,-1.9,-5.0,-2.5,1.1,-0.7
pAkt inh,i,/,i,i,i,i,i,i
A549 viability,-10%,-1%,11%,-4%,-5%,0%,/,3%
TGFb SMAD3 inh,-9%,-4%&3%,15%,-13%,0%,-9%,16%,0%
Nrf2 block,-28%,-14%,-6%,?,-1%,?,/,23%

17. COc1ccc(-n2nnnc2CNC(=O)C(=O)c2c[nH]c3ccccc23)cc1
18. COC(=O)C(C)(C)ONC(=O)Nc1ccc(Br)cc1
19. COc1cccc(CN2CC(C(=O)NC3CCC3)CCC2=O)c1 (stereo not drawn)
20. Cc1c(NC(=O)c2ccc(S(=O)(=O)N3CCOCC3)cc2)c(=O)n(-c2ccccc2)n1C
21. CC1CCCN(C/C=C/c2ccccc2[N+](=O)[O-])C1 (stereo not drawn)
22. CC(C)[C@H](NC(=O)c1ccc(F)cc1)C(=O)NC1=NCCS1
23. CCN(CC)CCNC(=O)c1ccc(NC(=O)c2cccc(-n3cnnn3)c2)cc1
24. COc1ccccc1NC(=O)NCCN1CCN(C(=O)Nc2ccccc2OC)CC1

entry no.,17,18,19,20,21,22,23,24
EPAC2 ag,11%,1%,-4%,-4%,9%,-5%,-4%,5%
EPAC2 antag,-9%,3%,7%,4%,-2%,10%,3%,14%
Nrf2 activator,0.4%,0.6%,0.9%,-0.5%,-0.8%,0.8%,0.0%,0.1%
Mm-Cpn inhibitor,1%,-1%,-2%,0%,1%,3%,-2%,0%
CCT chaperon mod,1.8,0.9,-0.3,-0.2,3.8,1.6,-0.1,-1.0
pAkt inh,i,i,i,i,i,i,i,i
A549 viability,-5%,2%,12%,3%,1%,10%,2%,16%
TGFb SMAD3 inh,4%,7%,-1%,-15%,-27%,-13%,20%,2%
Nrf2 block,-24%,21%,2%,2%,/,?,-2%,17%

Quoted at random: 6 compounds from above.
24. COc1ccccc1NC(=O)NCCN1CCN(C(=O)Nc2ccccc2OC)CC1
21. CC1CCCN(C/C=C/c2ccccc2[N+](=O)[O-])C1 (stereo not drawn)
11. CS(=O)(=O)N1CCN(C(=O)COc2ccccc2)CC1
10. Cc1ccc(-c2nc3c(c(SCC(=O)Nc4cccc(C(=O)O)c4)n2)Cc2cccc(C)c2O3)cc1
3. CCOC(=O)c1ccccc1N=N/C(C(C)=O)=C(/C)O
14. C/C(=N\NC(=O)c1cc(Br)ccc1O)c1cccc(NC(=O)c2ccccc2F)c1

entry no.,24,21,11,10,3,14
EPAC2 ag,5%,9%,10%,/,-5%,-2%
EPAC2 antag,14%,-2%,6%,/,6%,-2%
Nrf2 activator,0.1%,-0.8%,-0.9%,/,-0.2%,-0.5%
Mm-Cpn inhibitor,0%,1%,-2%,-1%,0%,0%
CCT chaperon mod,-1.0,3.8,-3.5,/,-0.6,-2.5
pAkt inh,i,i,i,/,i,i
A549 viability,16%,1%,11%,-1%,2%,0%
TGFb SMAD3 inh,2%,-27%,15%,-4%&3%,0%,-9%
Nrf2 block,17%,/,-6%,-14%,14%,?

Later entries
25. CCc1ccc2c(c1)C(=O)CCC2
26. Cc1ccc(C)c(N2CCN(C(=O)CCC(=O)Nc3ccc4nc(N5CCCCC5)cc(C)c4c3)CC2)c1
27. OC[C@@H]1[C@@H](c2ccc(Cl)cc2)C(c2cccc(Cl)c2)=NN1c1ccccc1
28. CCn1ncc(Br)c1C(=O)Nc1ccc(F)cc1F
29. CC1(C)CC(=O)C(C=NCCN2CCN(C(=O)c3ccc(Br)cc3)CC2)=C(O)C1
30. COCCNC(=S)NC1CC2CCCC(C1)N2Cc1cccs1 (stereo not drawn)
31. O=c1oc2ccccc2cc1-c1nc(-c2ccccc2)no1
32. Fc1ccc(-[n+]2nc(Nc3ccccc3)sc2-c2c3ccccc3cc3ccccc23)cc1

entry no.,25,26,27,28,29,30,31,32
EPAC2 ag,3%,/,12%,4%,-13%,13%,3%,11%
EPAC2 antag,0%,/,-21%,7%,-16%,0%,13%,-6%
Nrf2 activator,0.5%,0.6%,-0.6%,-0.8%,-0.6%,-0.7%,3.9%,-1.1%
Mm-Cpn inhibitor,/,/,-10%,-1%,0%,0%,0%,-1%
CCT chaperon mod,-0.4,/,-1.4,-3.7,0.4,-2.5,1.0,-2.2
pAkt inh,i,/,i,i,i,i,i,i
A549 viability,0%,-14%,?,-2%,-11%,22%,13%,?
TGFb SMAD3 inh,12%,?,11µM*,-26%,-4%,0%,0%,11µM*
Nrf2 block,28%,17%[9.27 µM],?,12%,26%,-18%,?,?

33. CCC1Oc2ccccc2N(CC(=O)N2CC(C)CC(C)C2)C1=O (stereo not drawn)
34. COC(=O)[C@@]12CCCN1[C@H](c1ccc(-c3ccc4c(c3)OCO4)c(OC)c1)[C@H]1C(=O)N(C)C(=O)[C@H]12
35. Cc1ccc(NC(=O)CN2CCC(NC(=O)Cc3ccccc3)CC2)cc1C
36. Cc1[nH]c2ccccc2c1/C=N/Nc1nc(Nc2ccccc2)nc(N2CCOCC2)n1
37. O=C(Cn1c(=O)n(Cc2nc(-c3ccccc3)no2)c(=O)c2ccccc21)Nc1cccc(Cl)c1
38. O=C(c1ccc(-c2nnc(Nc3cccc(Cl)c3)c3ccccc23)cc1)N1C[C@H]2C[C@H](C1)c1cccc(=O)n1C2
39. O=C(Cc1ccc(F)cc1)N/N=C/c1ccncc1
40. O=C(NCc1ccccc1)c1nnc(Cc2cccc(F)c2)o1
41. Cc1nc2c(C)cccn2c(=O)c1NC(=O)c1cccs1

entry no.,33,34,35,36,37,38,39,40,41
EPAC2 ag,1%,9%,3%,3%,/,18%,-3%,/,4%
EPAC2 antag,-8%,-2%,20%,-25%,/,5%,10%,/,-8%
Nrf2 activator,1.0%,1.1%,2.4%,4.0%,-0.6%,24%,-0.8%,-0.1%,-0.3%
Mm-Cpn inhibitor,/,1%,3%,0%,/,-5%,1%,/,0%
CCT chaperon mod,0.5,1.1,2.1,1.8,/,-1.2,0.2,/,2.3
pAkt inh,i,i,i,i,/,i,i,/,i
A549 viability,/,-4%,7%,-10%,-11%,-7%,-1%,7%,8%
TGFb SMAD3 inh,-11%,-8%,-4%,-4%,-17%,0%,6%,0%,-25%
Nrf2 block,/,-21%,2%,?,-14%,?,?,-17%,2%
